14-3-3 Bad inh: disrupts binding of bovine 14-3-3 zeta to phospho-Bad peptide; P63103; TR-FRET 14-3-3zeta/Dy647-pBad peptide displacement, 1 h; inhibition, % at 21.7 µM; actives 0.71% (n = 220,000); AID 781;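 active = inhibition above about 70%, limit read from the data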;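 also: 0% = full 14-3-3 plus peptide FRET controls and 100% = background without 14-3-3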
eIF4E 4G PPI: eIF4E/eIF4G interaction inhibition in translation initiation | P63073+Q04637 | TR-FRET eIF4E-eIF4GI(517-606) binding, 2 h | inhibition, % at 21.7 µM | actives 0.37% (n = 220,000) | AID 782;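 also: 0% = full FRET control wells and 100% = background wells lacking eIF4GI fragment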
Target sequence (P63073 whole entry, looked up, the tested form may be a part): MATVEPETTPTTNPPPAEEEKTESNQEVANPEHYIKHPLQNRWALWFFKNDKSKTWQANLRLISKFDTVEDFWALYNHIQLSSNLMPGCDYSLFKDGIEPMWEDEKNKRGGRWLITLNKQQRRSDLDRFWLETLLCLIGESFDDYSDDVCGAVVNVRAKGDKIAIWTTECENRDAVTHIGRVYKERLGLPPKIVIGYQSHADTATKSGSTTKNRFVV
Target sequence (Q04637 whole entry, looked up, the tested form may be a part): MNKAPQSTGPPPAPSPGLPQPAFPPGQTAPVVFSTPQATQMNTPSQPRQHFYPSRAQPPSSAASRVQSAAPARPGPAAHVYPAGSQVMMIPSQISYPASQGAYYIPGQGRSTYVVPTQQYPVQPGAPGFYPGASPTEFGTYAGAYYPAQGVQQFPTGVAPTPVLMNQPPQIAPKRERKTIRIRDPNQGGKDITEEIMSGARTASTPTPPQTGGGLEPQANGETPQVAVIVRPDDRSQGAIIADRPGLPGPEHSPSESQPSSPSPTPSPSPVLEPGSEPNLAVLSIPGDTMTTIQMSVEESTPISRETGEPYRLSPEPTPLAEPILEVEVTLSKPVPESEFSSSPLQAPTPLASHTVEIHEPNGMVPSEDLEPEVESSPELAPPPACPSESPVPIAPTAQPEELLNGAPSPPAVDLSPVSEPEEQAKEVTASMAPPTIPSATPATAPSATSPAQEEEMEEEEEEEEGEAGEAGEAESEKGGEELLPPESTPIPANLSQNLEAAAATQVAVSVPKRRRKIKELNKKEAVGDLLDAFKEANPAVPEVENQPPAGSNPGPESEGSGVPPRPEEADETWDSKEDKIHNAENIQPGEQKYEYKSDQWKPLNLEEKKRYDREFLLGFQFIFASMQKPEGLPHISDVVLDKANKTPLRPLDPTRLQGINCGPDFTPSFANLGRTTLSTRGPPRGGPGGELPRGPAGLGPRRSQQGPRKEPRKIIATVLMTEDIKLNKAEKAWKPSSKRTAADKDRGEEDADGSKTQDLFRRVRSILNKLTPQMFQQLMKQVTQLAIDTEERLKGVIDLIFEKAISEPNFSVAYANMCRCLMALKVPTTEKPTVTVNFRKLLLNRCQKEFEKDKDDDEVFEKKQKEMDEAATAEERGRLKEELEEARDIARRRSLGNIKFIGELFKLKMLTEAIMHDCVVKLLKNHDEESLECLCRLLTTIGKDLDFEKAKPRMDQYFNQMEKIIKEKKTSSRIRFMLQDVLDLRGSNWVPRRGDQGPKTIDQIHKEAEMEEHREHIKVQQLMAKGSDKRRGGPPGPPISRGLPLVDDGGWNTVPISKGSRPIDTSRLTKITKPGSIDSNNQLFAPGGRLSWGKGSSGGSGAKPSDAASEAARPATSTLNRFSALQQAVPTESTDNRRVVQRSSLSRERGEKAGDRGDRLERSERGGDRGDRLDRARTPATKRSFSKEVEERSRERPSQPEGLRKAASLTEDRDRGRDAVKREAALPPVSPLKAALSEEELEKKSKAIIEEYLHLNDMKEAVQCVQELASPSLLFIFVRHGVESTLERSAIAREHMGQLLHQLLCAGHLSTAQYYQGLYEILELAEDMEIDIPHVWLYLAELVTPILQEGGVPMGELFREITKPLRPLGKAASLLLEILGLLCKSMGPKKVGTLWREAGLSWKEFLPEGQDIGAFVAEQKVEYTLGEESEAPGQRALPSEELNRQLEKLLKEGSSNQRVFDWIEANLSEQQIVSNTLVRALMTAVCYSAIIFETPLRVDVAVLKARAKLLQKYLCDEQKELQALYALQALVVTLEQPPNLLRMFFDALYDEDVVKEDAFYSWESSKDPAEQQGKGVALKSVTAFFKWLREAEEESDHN
KCC2 mod: modulators of human KCC2 chloride dependent transport. B-score of Tl+ flux slope (higher = more flux/activation; lower = inhibition) at 10 µM. Q9H2X9. actives 2.2% (n = 190,000). KCC2 cells, thallium flux FluoZin-2 fluorescence. AID 1456;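 active = thallium flux slope and its plate-corrected score both differing from the plate sample mean at a set confidence after two filtering rounds, in either direction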;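 also: slope of fluorescence scaled to starting intensity during 10 to 20 s after thallium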
EBV gp42 inh: EBV gp42 inhibition; Q1HVG2; Fluorescence polarization binding assay, mP read-out; inhibition, % (tested at 21.74 µM); actives 0.42% (n = 220,000); AID 1085; in the data active = inhibition above about 50%
thrombin 1536: inhibitors of human thrombin; P00734; alpha-thrombin, Boc-VPR-AMC fluorogenic substrate cleavage; inhibition, % at 5 µM; actives 0.26% (n = 220,000); AID 1046;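 active = inhibition at or above 40%; inactive = inhibition below 40%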;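 also: 0% = enzyme with no compound and 100% = wells without enzyme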
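Test system: human alpha-thrombin protein / Dosing: one concentration per compound, 5 µM, with 0.2% DMSO / Medium: pH 7.5 Tris-saline with Tween 20 / Benchmarks: no-compound enzyme wells and no-enzyme blanks / Read-out basis: percent inhibition of thrombin substrate cleavage / Timing: reaction at room temperature / Measured by: fluorescence, ex 355 nm, em 460 nm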
hK5 inh: inhibitors of human kallikrein 5; inhibition, % at 5 µM; actives 0.59% (n = 210,000); recombinant hK5, fluorogenic AMC substrate cleavage; AID 873;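 active = inhibition of 40% or more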;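 also: 0% = enzyme controls without compound and 100% = no-enzyme blanks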
p47phox inh: inhibitors of human p47phox binding; actives 0.53% (n = 220,000); p47phox/p22phox peptide binding, fluorescence polarization, 2 h; inhibition, % at 24.7 µM; P14598; AID 1274;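 also: 0% = p47phox with labelled peptide and 100% = labelled peptide alone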
Furin inh: human furin inhibition; actives 0.061% (n = 220,000); inhibition, % at 30 µM; AID 463115; purified furin, fluorogenic substrate cleavage; P09958; in the data active = inhibition above about 25%; also: inactives centre near -15
Rad51 HR inh: blocks human Rad51 in homologous recombination. Q06609. hRad51 DNA strand exchange, fluorescence dequenching. inhibition, % at 10 µM. actives 0.085% (n = 200,000);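 active = inhibition above 40% at the single screening dose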;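 also: 0% = DMSO control wells and 100% = blanks with heterologous ssDNA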
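Test system: preformed human Rad51 ssDNA filaments. Compound dosing: single dose, 10 µM final compound. Incubation: filaments 15 min 37 °C, then compound 30 min. Technique: FRET fluorescence dequenching, excitation 485 nm, emission 520 nm. Read-out basis: percent inhibition from fluorescence, normalised to plate control and blank means. Benchmarks: plate controls and plate blanks.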
Active calls of the source: *; i = inactive; · = no result given; [ ] = remark or other dose.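 The calls were made as follows, unless noted: active = inhibition above about 30% (limit read from the data); inactive = the rest.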

nr	mol	14-3-3 Bad inh	Furin inh	Rad51 HR inh	EBV gp42 inh	hK5 inh	thrombin 1536	p47phox inh	KCC2 mod	eIF4E 4G PPI
1	CCC1CCCCN1C(=O)CNCC1CCCO1 (centres undefined)	43	-28	-4	-9	2	-1	0	0.6	0
2	Cc1ccc(C(NC(=O)C(C)C)c2cc([N+](=O)[O-])c3cccnc3c2O)cc1 (centres undefined)	0[fluorescence artefact?]	-17	-32	-29	-70	0	-13	-0.32	-3
3	Cc1ccc(NC(=O)Cn2c(=O)oc3cc(S(=O)(=O)N4CCC(C)CC4)ccc32)cc1C	-1	-16	-5	-21	-10	-2	-29	·	0
4	CC(=O)c1c(C)nc(-c2ccccc2)n1O	-4	-9[20 µM]	-8	6	-9	-4	-12	·	-1
5	O=C(CSc1nnc(CNC(=O)c2cccs2)o1)NC1CCCC1	-6	-18[20 µM]	4	14	0	-2	-6	·	0
6	Cc1ccc(NC(=S)N(CCCN2CCN(C)CC2)Cc2cccs2)cc1C	-4	-5	0	-3	-5	-2	-3	-0.85	2
7	O=C1c2ccccc2NC(c2ccccn2)N1NS(=O)(=O)c1ccccc1 (centres undefined)	5	-22	8	4	-6	-10	2	-0.44	-3
8	COc1cccc(Sc2ccccc2CN(C)C)c1	-2	-24[20 µM]	7	-8	-7	3	-11	0.24	-2
9	COc1ccc(OCCn2cc(/C=N/NC(=O)c3ccncc3)c3ccccc32)cc1	13[fluorescence artefact?]	-2	0	-3	2	-8	-43	-0.8	-7
10	CCOC(=O)N1CCC(NC(=O)CCCN2C(=O)CSc3ncccc32)CC1	1	-19	-6	-6	33	11	-7	0.35	-2
11	COc1ccccc1CC(=O)NCc1csc(-c2cccs2)n1	-1	-3	-19	-3	9	11	-9	-0.71	3
12	CC(C)=C1C2C=CC1C(C(=O)Nc1cc(C)ccc1C)C2C(=O)O (centres undefined)	-7	-18	·	5	1	-3	-8	0.0041	1
13	COc1ccc(C(=O)Cn2c(Cl)nc3c2c(=O)n(C)c(=O)n3C)cc1	-2	-16	-3	-2	-2	-1	1	0.71	2
14	Cc1cc(C)cc(NC(=O)CSc2nnc(-c3ccccc3C)o2)c1	-2[fluorescence artefact?]	-14	-4	1	54*	17	-6	0.11	1
15	COC(=O)[C@H](CCSC)NC(=O)Nc1ccc(C)cc1C	6[fluorescence artefact?]	-17	-2	-6	-17	3	18	-0.015	4[fluorescence artefact?]
16	Cc1ccc(/C=C/C(=O)O)cc1S(=O)(=O)NCc1cccnc1	3	-20	·	-15	0	-10	-8	-0.042	-3
17	CN(c1ccccc1)S(=O)(=O)c1cccc(Cl)c1Cl	-4	-31	·	3	3	5	-16	-2.2	-8
18	Cc1cc(C)c2c(c1)/C(=C/C(=O)c1ccc(Br)s1)C(=O)N2	9	-5[20 µM]	2	11	1	-5	-7	-2.7	-45
19	O=C(CCc1nc2ccccc2c(=O)[nH]1)Nc1ccc(F)c([N+](=O)[O-])c1	13	0	-37	24	8	25	-4	0.99	11
20	COc1cc(S(=O)(=O)N(Cc2ccccn2)Cc2ccco2)ccc1-n1cnnn1	-16	-16[20 µM]	9	-11	-6	-2	-5	0.1	0
21	O=C(Cn1cc(C(F)(F)F)ccc1=O)N/N=C/c1ccc(Cl)cc1	-5	-5	·	2	-3	2	-14	-0.85	3[fluorescence artefact?]
22	CC(C)CC(c1nnnn1Cc1ccco1)N1CCN(c2cccc(Cl)c2)CC1 (centres undefined)	12	-13	0	-15	4	3	-6	-1.8	14
23	COc1ccccc1N1CCN(C(=O)C(Cc2ccccc2)NC(=O)C2CCCCC2)CC1 (centres undefined)	-2[fluorescence artefact?]	-14[20 µM]	-3	-9	-19	-4	-10	-0.13	0[fluorescence artefact?]
24	Cc1cc(NC(=O)c2ccc(N(C)S(=O)(=O)c3ccccc3)cc2)no1	-9	-20[20 µM]	-6	-13	-9	-2	-11	-0.88	-11
25	O=C(CSc1ccccc1)N/N=C/c1ccccc1O	-12	-17	8	1	-25	3	-6	-0.13	-6
26	CCN1CCN(Cc2c(O)c(Cl)cc3c(C)cc(=O)oc23)CC1	0	-299	-9	0	i	-29	-26	0.33	-5
27	CC(=O)c1sc(NC(=O)CCOc2ccccc2)nc1C	9	-12	·	-4	3	2	3	-0.87	6
28	COc1ccc(Nc2ncnc3c2cnn3-c2ccccc2)cc1OC	6	-19	6	-4	-10	-7	-5	0.23	-3
29	O=c1ccnc(Nc2ccc3c(c2)OCCO3)[nH]1	-5	-11	·	-4	14	-2	-4	2.2	-1
30	O=C(Nc1ccc(N2CCOCC2)c(Cl)c1)c1cccc(F)c1	5	-31[20 µM]	-3	-32	-16	0	-19	0.14	4

Of the compounds above, these contain a furan ring, fused or not:
nr	mol	14-3-3 Bad inh	Furin inh	Rad51 HR inh	EBV gp42 inh	hK5 inh	thrombin 1536	p47phox inh	KCC2 mod	eIF4E 4G PPI
20	COc1cc(S(=O)(=O)N(Cc2ccccn2)Cc2ccco2)ccc1-n1cnnn1	-16	-16[20 µM]	9	-11	-6	-2	-5	0.1	0
22	CC(C)CC(c1nnnn1Cc1ccco1)N1CCN(c2cccc(Cl)c2)CC1 (centres undefined)	12	-13	0	-15	4	3	-6	-1.8	14

Next part:
nr	mol	14-3-3 Bad inh	Furin inh	Rad51 HR inh	EBV gp42 inh	hK5 inh	thrombin 1536	p47phox inh	KCC2 mod	eIF4E 4G PPI
31	Cc1cc2ncn(C3CC(=O)N(Cc4ccccc4)C3=O)c2cc1C (centres undefined)	-4	-25[20 µM]	6	-23	1	-3	-6	0.56	4
32	CCc1cccc(NC(=O)CN(c2ccc(OC)cc2)S(=O)(=O)c2c(C)n[nH]c2C)c1	7	-2	-2	-4	-2	-4	-15	·	-1
33	CCC(C)NS(=O)(=O)c1ccc(OCC(=O)NCc2ccc(OC)cc2)cc1 (centres undefined)	0	-14	·	-7	·	-6	-2	-0.58	3
34	CC1CC2(NC(=O)NC2=O)C(C)CN1C (centres undefined)	-2	-15[20 µM]	4	-12	-9	-2	-15	-0.15	8
35	CC(C)OC(=O)c1ccc(N2C(=O)C3CC=CCC3C2=O)cc1 (centres undefined)	0	-22[20 µM]	-1	-3	-1	-1	-13	0.35	-3
36	O=[N+]([O-])c1ccc(N=Cc2c(O)ccc3ccccc23)cc1	3	-9	-41	-5	2	-4	64*	-0.77	2
37	CC(=O)Nc1cccc(NC(=O)Cc2nc(-c3ccccc3)sc2-c2ccc(C)cc2)c1	-92	-13	-4	-27	-13	2	-62	1.2	-19[fluorescence artefact?]
38	CC1=CC(C)(C)N2C(=O)C3(C(C#N)=C(N)OC4=C3C(=O)CC(C)(C)C4)c3c(C)c(C)cc1c32 (centres undefined)	-10	-10[20 µM]	-7	-14	-12	-4	-9	·	1
39	C/C(=N\NC(=O)c1ccncc1)C12CC3CC(CC(C3)C1)C2	-2[fluorescence artefact?]	-20	8	-6	-5	-4	1	0.6	4
40	Cc1c(NC(=O)CSc2nc3ccccc3n2C)c(=O)n(-c2ccccc2)n1C	4	-18	-3	-3	0	-4	-12	·	5
41	O=C1N=C(N2CCc3ccccc3C2)S/C1=C\c1ccc(O)cc1	-3	-6	-11	-10	8	0	-41	-3.1	1
42	Clc1ccc(CCNc2ncnc3nc[nH]c23)cc1	-4	-32	0	-14	-3	-1	-5	-1	1
43	N#CCCN(C(=O)COc1ccc(Cl)cc1Cl)c1ccccc1	1	-17	24	-7	-10	1	-1	0.51	-2
44	Nc1sc(-c2ccccc2)c(Cc2ccccc2)c1C(=O)O	-14	-15	8	5	-2	-9	6	-0.053	2
45	O=C(CC1SC2=NCCN2C1=O)Nc1ccc(Cl)cc1 (centres undefined)	-2[fluorescence artefact?]	-17[20 µM]	1	-14	2	3	-5	0.68	5[fluorescence artefact?]
46	CCN(C(=O)c1ccc2c(Cl)c3c(nc2c1)CCC3)c1ccc(C)c(C)c1	6[fluorescence artefact?]	-2	0	-3	-14	1	-5	0.25	1
47	CCOC(=O)c1[nH]c2cc3c(cc2c1CCCN1C(=O)c2ccccc2C1=O)OCCO3	11	-21	4	-8	0	-9	-6	·	-1
48	Cc1ccc(S(=O)(=O)Nc2nc3ccccc3nc2NCC2CCCO2)c(C)c1 (centres undefined)	3	-28	1	7	-2	-1	-8	-0.99	-1
49	CCCSc1nc2c(cnn2-c2ccc(C)cc2)c(=O)[nH]1	44[fluorescence artefact?]	-17	-11	-10	-8	-1	11	-0.055	-3
50	COc1ccc(CC(=O)OCC(=O)Nc2ccc(C(=O)Nc3ccc(OC)cc3)cc2)cc1	14	-15	·	-11	10	-4	·	0.94	-2
51	C#Cc1ccc([C@H]2C=C(C(=O)N3CCN(Cc4ccccc4)CC3)O[C@@H](OCC)[C@@H]2CCCO)cc1	2	-25	-13	-12	-3	-3	·	-1.3	0
52	O=C(CN1N=C(c2ccccc2)CCC1=O)NCCCN1CCc2ccccc2C1	3[fluorescence artefact?]	-10	-4	-24	-1	-1	0	-0.011	-2
53	CCN1CCN(CCn2c(=S)[nH]c3ccccc3c2=O)CC1	-34	-13[20 µM]	7	-11	-19	-4	-9	·	0
54	Cc1cccc(NS(=O)(=O)Cc2ccccc2)n1	-2	-24[20 µM]	-11	7	-8	-1	-3	0.032	3
55	O=C(O)Cn1cc(/C=C2/NC(=O)N(c3ccc(Cl)cc3)C2=O)c2ccccc21	41	-4	-10	-2	30	21	-4	0.00083	3
56	COC(=O)C1CCN(Cc2cc(=O)oc3cc(OC)ccc23)CC1	-1	-180	8	-18	1	1	-9	0.44	-1
57	Cc1ccc(-c2noc(-c3cccs3)n2)cc1	14	-12	-6	-6	0	3	0	0.15	1
58	CCOc1cc(NC(=S)NCC2CCCO2)c(OCC)cc1NC(=O)c1ccccc1F (centres undefined)	-13	-16	2	-4	2	0	-12	-0.015	1

Complete entries, looked up by structure.
Results for Nc1sc(-c2ccccc2)c(Cc2ccccc2)c1C(=O)O → 14-3-3 Bad inh = -14; Furin inh = -15; Rad51 HR inh = 8; EBV gp42 inh = 5; hK5 inh = -2; thrombin 1536 = -9; p47phox inh = 6; KCC2 mod = -0.053; eIF4E 4G PPI = 2
Results for CC1CC2(NC(=O)NC2=O)C(C)CN1C (centres undefined) → 14-3-3 Bad inh = -2; Furin inh = -15[20 µM]; Rad51 HR inh = 4; EBV gp42 inh = -12; hK5 inh = -9; thrombin 1536 = -2; p47phox inh = -15; KCC2 mod = -0.15; eIF4E 4G PPI = 8
Results for O=[N+]([O-])c1ccc(N=Cc2c(O)ccc3ccccc23)cc1 → 14-3-3 Bad inh = 3; Furin inh = -9; Rad51 HR inh = -41; EBV gp42 inh = -5; hK5 inh = 2; thrombin 1536 = -4; p47phox inh = 64*; KCC2 mod = -0.77; eIF4E 4G PPI = 2
